SENP1 inh: inhibitors of human SENP1 SUMO protease catalytic domain | Q9P0U3 | inhibition, % at 10 µM | 360,000 compounds, 0.21% hits | AID 624204 | recombinant SENP1 catalytic domain, CyPet-SUMO1-YPet FRET cleavage;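 active = inhibition at least 30% at 10 µM, raw YFP signal under a set limit, fluorescence ratio 0.5 to 1.5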;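 also: 0% = enzyme with DMSO and 100% = no enzyme wells; some results filed as inactive read as strong as hits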
Target sequence (Q9P0U3 419-644 limits assumed): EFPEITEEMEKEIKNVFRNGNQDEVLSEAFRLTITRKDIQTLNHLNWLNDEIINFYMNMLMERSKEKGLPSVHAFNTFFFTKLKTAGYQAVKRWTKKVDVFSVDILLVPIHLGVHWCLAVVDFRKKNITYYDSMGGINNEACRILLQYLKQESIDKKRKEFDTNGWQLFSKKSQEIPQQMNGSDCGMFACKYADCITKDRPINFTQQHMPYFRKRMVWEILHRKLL
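System: Recombinant human SENP1 catalytic domain, His6-tagged | Incubation: Enzyme reaction for 50 min at room temperature, dark | Medium: Tris pH 8 with BME, BSA, NP40 and catalase | Also added: 25 nM SUMO1 FRET substrate | Compound: 10 µM single point, 0.5% DMSO | Measured by: FRET fluorescence in CFP and YFP emission channels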
beta cell repl: inducers of beta-cell replication in MIN6 cells. MIN6 cells proliferation, ATPlite luminescence, 48 h; cells starved in 0.2% serum; 100% = growth in 10% serum. proliferation, % at 10 µM. 330,000 compounds, 0.29% hits;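 active = compounds whose signal lies at least 3.5 SD above the mean of all wells on their plate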;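 also: 0% = DMSO-treated cells in low-serum medium and 100% = 10% serum control; some compounds called inactive have numbers as strong as hits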
hIAP block: human IAP inhibition; P09923; purified IAP, CDP-Star luminescence, 30 min; inhibition, % at 10 µM; 330,000 compounds, 0.12% hits; AID 2544;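 active = inhibition reaching a set limit with compound at 10 µM in the primary screen, cut at about 35% in these data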;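 also: plate controls were DMSO wells with enzyme for no effect and no-enzyme buffer wells for full effect; values of inactives mirror those of a sister screen read the other way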
Target sequence (P09923 whole entry, looked up): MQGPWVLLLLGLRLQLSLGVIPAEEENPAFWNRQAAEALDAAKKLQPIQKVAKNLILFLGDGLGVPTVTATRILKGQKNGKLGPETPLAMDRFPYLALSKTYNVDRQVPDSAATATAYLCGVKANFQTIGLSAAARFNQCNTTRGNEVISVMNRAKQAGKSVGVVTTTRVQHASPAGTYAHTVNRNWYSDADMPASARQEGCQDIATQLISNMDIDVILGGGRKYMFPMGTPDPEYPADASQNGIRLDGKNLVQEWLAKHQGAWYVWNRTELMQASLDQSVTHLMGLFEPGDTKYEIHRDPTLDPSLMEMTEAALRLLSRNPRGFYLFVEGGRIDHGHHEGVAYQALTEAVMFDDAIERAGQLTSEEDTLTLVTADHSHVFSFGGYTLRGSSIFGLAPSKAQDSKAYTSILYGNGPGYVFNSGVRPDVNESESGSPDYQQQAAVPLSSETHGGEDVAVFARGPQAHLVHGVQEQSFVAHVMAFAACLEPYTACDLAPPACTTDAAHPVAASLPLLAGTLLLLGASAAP
NALP3 yeast inh: NALP3 inhibition in yeast | Yeast reconstituted NLRP3/ASC/caspase-1, beta-gal luminescence, 24 h | inhibition, % at 10 µM | 330,000 compounds, 0.39% hits | AID 2825;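 active = inhibition of 50% or more; inactive = inhibition below 50%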;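 also: plate controls were induced DMSO wells for no effect and uninduced yeast grown without galactose for full effect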
mIAP act: increases mouse intestinal alkaline phosphatase activity. muIAP, CDP-Star luminescence, 30 min; stronger effect = higher value; 1 = vehicle-only enzyme signal, 0 = enzyme-free wells. activation factor at 10 µM. 330,000 compounds, 0.24% hits. AID 2805;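 active = activation factor of at least 2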; also: the source names both 10 and 20 µM as test concentration; values of inactives mirror those of a sister screen read the other way
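Assay system: mouse IAP enzyme / Compound: DMSO-dissolved test compounds / Timing: 30 min, room temperature / Measured by: luminescence from enzymatic CDP-Star hydrolysis / Control set: DMSO-only wells, enzyme-free buffer wells as negative control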
A3A deaminase: blocks human APOBEC3A ssDNA deamination. 330,000 compounds, 0.41% hits. AID 493011. inhibition, % at 20 µM. recombinant A3A, FAM/TAMRA ssDNA deamination fluorescence;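 active = at least 40% inhibition at 20 µM here, with at most 30% in a related deaminase screen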;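 also: plate controls were A3A with DMSO for no effect and wells lacking A3A enzyme for full effect; some results filed as inactive read as strong as hits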
Target sequence (P31941 whole entry, looked up): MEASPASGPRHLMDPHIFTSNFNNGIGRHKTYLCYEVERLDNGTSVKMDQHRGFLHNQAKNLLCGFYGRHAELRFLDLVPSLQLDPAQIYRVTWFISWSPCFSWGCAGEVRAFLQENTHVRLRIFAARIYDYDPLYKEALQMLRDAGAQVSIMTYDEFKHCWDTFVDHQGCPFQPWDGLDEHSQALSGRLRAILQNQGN
mIAP block: blocks mouse intestinal alkaline phosphatase; purified mouse IAP, CDP-Star luminescence, 30 min; inhibition, % at 10 µM; 330,000 compounds, 0.2% hits; AID 2806;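 active = inhibition of at least 40% at 10 µM in the primary screen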;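 also: plate controls were DMSO with enzyme for no effect and no enzyme wells for full effect; values of inactives mirror those of a sister screen read the other way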
hIAP activ: human IAP activation | 330,000 compounds, 0.16% hits | activation factor at 10 µM | purified human IAP, CDP-Star luminescence, 30 min; stronger effect = higher value; 1 = vehicle-only enzyme, 0 = enzyme-free background;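 active = activation factor of the enzyme at least 2-fold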; also: the source names both 10 and 20 µM as test concentration; values of inactives mirror those of a sister screen read the other way
A3G deaminase: blocks human APOBEC3G single-stranded DNA deamination. recombinant A3G, ssDNA deamination FAM/TAMRA fluorescence. inhibition, % at 20 µM. 330,000 compounds, 0.28% hits. AID 493012;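 active = inhibition of at least 40% at 20 µM, with no more than 30% in the related APOBEC3A deaminase screen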;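 also: plate controls were DMSO wells with A3G for no effect and wells lacking A3G enzyme for full effect; some compounds called inactive have numbers as strong as hits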
* = called active by the depositor.

SMILES	SENP1 inh	beta cell repl	hIAP block	NALP3 yeast inh	mIAP act	A3A deaminase	mIAP block	hIAP activ	A3G deaminase
CCc1nnc(NS(=O)(=O)c2ccc(NC(=O)/C=C/C(=O)O)cc2)s1	2	-3	-16	15	1	-6	-2	1.2	-5
CC(C)C(=O)Nc1ccc(C(=O)NCc2cccnc2)cc1	-1	-6	8	-1	1.1	3	-5	0.92	3
CC(NC(=O)c1cc([N+](=O)[O-])cc([N+](=O)[O-])c1)c1ccc(-n2ccnc2)cc1 (stereo not given)	-1	-1	8	19	1.1	3	-8	0.92	7
Cc1ccc(C)c(NC(=O)CN(C)C(=O)c2cc3ccccc3oc2=O)c1	-3	3	2	17	0.93	22	7	0.98	4
O=C(CSc1nc(-c2cccs2)cc(C(F)(F)F)n1)NCCCN1CCOCC1	0	-1	4	14	0.97	-1	3	0.96	-3
Cc1ccc(Oc2nc3c(c(=O)n(Cc4ccccc4F)c(=O)n3C)n2C)cc1	-1	-4	14	15	0.96	0	4	0.86	-7
COc1ccc(C(=O)c2sc(Nc3ccccc3)nc2C)cc1	-11	-4	6	19	0.99	0	1	0.94	-1
CC(=O)Nc1cccc(C(=O)N2CCC(n3nccc3NC(=O)CC(C)C)CC2)c1	2	-2	-32	21	1	-5	-5	1.3	-4
Cn1c(=O)[nH]c(=O)c2c1nc1n2CCCS1	1	-4	-14	2	0.97	0	3	1.1	-2
O=C(COC(=O)CCOc1ccccc1)NCCC1=CCCCC1	-7	0	-10	11	1.1	-3	-6	1.1	-6
COCCn1c(=O)c2c(nc3n2CC(C)CN3Cc2ccccc2)n(C)c1=O (stereo not given)	-1	0	-7	3	1.1	-4	-5	1.1	-3
Cc1onc(-c2ccccc2Cl)c1C(=O)Nc1sc2c(c1C(N)=O)CCC(C)C2 (stereo not given)	-16	-5	-16	2	0.96	3	4	1.2	-4

A second format for two compounds above.
> CC(C)C(=O)Nc1ccc(C(=O)NCc2cccnc2)cc1
  SENP1 inh: -1; beta cell repl: -6; hIAP block: 8; NALP3 yeast inh: -1; mIAP act: 1.1; A3A deaminase: 3; mIAP block: -5; hIAP activ: 0.92; A3G deaminase: 3

> CC(NC(=O)c1cc([N+](=O)[O-])cc([N+](=O)[O-])c1)c1ccc(-n2ccnc2)cc1 (stereo not given)
  SENP1 inh: -1; beta cell repl: -1; hIAP block: 8; NALP3 yeast inh: 19; mIAP act: 1.1; A3A deaminase: 3; mIAP block: -8; hIAP activ: 0.92; A3G deaminase: 7

Other records.
SMILES	SENP1 inh	beta cell repl	hIAP block	NALP3 yeast inh	mIAP act	A3A deaminase	mIAP block	hIAP activ	A3G deaminase
CC1CCN(c2c(NCC3CCC(C(=O)NCc4ccc(F)cc4)CC3)c(=O)c2=O)CC1 (stereo not given)	2	2	3	2	1	4	-1	0.97	-3
COc1ccc(Cl)cc1NC(=O)CN(C)C(=O)c1ccc2n[nH]nc2c1	0	2	1	-3	1	0	-1	0.99	-6
COc1ccc(CC(NC(C)=O)C(=O)NC2CCN(C(=O)C3CCCCC3)CC2)c(OC)c1 (stereo not given)	-2	5	-1	12	0.9	4	10	1	-6
Cn1c(=O)c2c(nc(Oc3ccccc3N)n2C)n(C)c1=O	-1	0	-16	14	0.96	-6	4	1.2	-10
C#CCOCCOCCOCCNc1nc(N2CCN(C(=O)CCCCCCCCCCNC(=O)Cn3cc(C[C@@H](C)O)nn3)CC2)nc(N2CCN(C(=O)CCCCCCCCCCNC(=O)[C@@H](CCC(=O)O)n3cc(CCCCCN)nn3)CC2)n1	1	-4	17	16	1.3	-3	-32	0.83	-7
O=C(CSc1nc2ccccc2s1)N1CCN(C(=O)c2ccco2)CC1	-1	0	6	-2	0.99	0	0	0.94	-1
Cc1ccc(C(=O)Nc2ccc3c(c2)OCO3)cc1S(=O)(=O)N1CCCC1	1	-2	-18	12	0.99	-4	1	1.2	-3
O=C(Nc1ccc(Br)cc1)c1cnc[nH]1	15	-2	-11	9	0.91	-2	9	1.1	-8
C#CCN1C(C)=C(C(=O)OC)C(c2cccc([N+](=O)[O-])c2)C(C(=O)OCC)=C1C (stereo not given)	0	-6	12	15	0.89	2	11	0.88	0
COc1cc(C(=O)NCc2nnc(SCC(=O)N3CCCCCC3)o2)cc(OC)c1OC	2	-1	-28	14	1.1	-14	-9	1.3	-8
CC(=O)c1sc(NC(=O)c2ccc3c(c2)OCO3)nc1C	-1	-2	-7	18	1	0	-2	1.1	-5
CCOc1ccc2nc(N3CCC(C(=O)NC4CCCCC4)CC3)sc2c1	-1	-4	-12	18	1.2	-3	-20	1.1	-5
CN(C(=O)COC(=O)CCC(=O)c1ccc(F)cc1)C1CCCCC1	1	-3	-16	19	1.1	-1	-11	1.2	-7
O=C(Nc1ccccc1F)C1COc2ccccc2O1 (stereo not given)	0	-3	-5	23	0.97	-5	3	1.1	-1
CCCCn1nnnc1NCc1cc(Cl)c(OC)c(OC)c1	0	-1	-13	7	1.1	0	-9	1.1	0
CN(C)/C=c1\sc2c(C#N)cc(C(=O)c3ccc(Br)cc3)n2c1=O	-22	3	15	15	0.85	-4	15	0.85	-6
Cc1cc(C(=O)OCC(=O)Nc2cccc(S(=O)(=O)N3CCOCC3)c2)c(C)o1	0	0	-4	21	1.1	7	-11	1	-2
Cc1cc(NC(=O)CSc2nnc(-c3ccc(Cl)s3)o2)no1	1	-2	-11	22	1.1	-3	-6	1.1	-4
CCOC(=O)CSc1nc(-c2ccccc2)nc2ccccc12	1	3	14	3	0.97	5	3	0.86	0
COc1cc(C)ccc1OCC(=O)Nc1ccc2c(c1)OCO2	0	-4	1	38	1.1	-2	-7	0.99	-5
CC(NC(=O)OCc1ccccc1)c1ccccc1 (stereo not given)	-2	-3	-17	10	1	1	-3	1.2	-4
CCn1c(SCC(=O)c2ccc3ccccc3c2)nnc1-c1cccs1	-1	1	3	-12	0.95	4	5	0.97	-1
CCOC(=O)C1=C(C)Nc2nc(C)nn2C1c1cc(OC)ccc1OC (stereo not given)	-1	0	0	13	0.91	-1	9	1	-1
Cc1ccc(S(=O)(=O)Nc2nc(CN3CCOCC3)nc3sc(C)c(C)c23)cc1	-13	0	-13	14	0.94	-4	6	1.1	-9
Cn1c(CNc2nc(-c3ccccc3)cs2)nnc1SCC(=O)OC1CCCCC1	-1	-4	-22	9	0.99	-4	1	1.2	-7
Cc1ccc(Cn2c(Cc3ccccc3)nc3ccccc32)cc1	1	-5	5	36	0.98	-3	2	0.95	-1
NC(=O)c1ccc(NC(=O)CN2C(=O)NC3(CCCCCCC3)C2=O)cc1	-7	-2	-2	1	0.94	2	6	1	0
Cc1cc(/C=C(\C#N)C(=O)NCc2ccccc2)cc(C)c1O	-65	0	6	12	0.9	1	10	0.94	-6
O=C(O)CCCCCn1c(SCc2cc(=O)n3ccccc3n2)nc2ccsc2c1=O	1	0	-8	10	0.92	-2	8	1.1	-4
CCC(=O)Nc1ccccc1C(=O)OC(c1ccccc1)c1ccccc1	-3	0	-1	5	0.95	4	5	1	0
N#CC1=C(N)C(C#N)(C#N)C2(CCC3(CC2)OCCO3)C2CC3(CC=C12)OCCO3 (stereo not given)	-10	-1	-4	14	1	-1	0	1	-5
Cc1ccc(CN2C(=O)CSc3ccc(C(=O)NC4CC4)cc32)cc1	0	-1	0	16	1	0	0	1	-3
CCCC(=O)c1cc(F)c(N2CCN(S(=O)(=O)c3ccccc3)CC2)cc1C	0	-3	-1	13	0.96	2	4	1	7
Cc1cc2c(cc1C)CSC(c1c(O)ccc3ccccc13)SC2	1	-6	-19	21	0.95	-4	5	1.2	-6
Cc1ccc(-c2nc3ccccc3s2)cc1S(=O)(=O)N1CCOCC1	0	1	-5	-35	0.99	3	0	1.1	0
O=C(O)C1CCCCC1C(=O)NCCC(c1ccccc1)c1ccccc1 (stereo not given)	1	1	6	13	0.97	5	3	0.94	-6
CCN(CC)S(=O)(=O)c1ccc(/C=C/C(=O)OCC(=O)NNC(=O)c2ccc(OC)cc2)cc1	2	-1	1	8	0.79	1	21	0.99	-3
O=C(CN(Cc1ccc(Br)cc1)S(=O)(=O)c1ccccc1)NCc1ccccn1	1	1	-18	6	0.91	-3	9	1.2	-9
COc1ccc(-c2c(C)nn3c(N4CCC5(CC4)OCCO5)cc(C)nc23)cc1OC	1	-6	-13	2	1	-8	-3	1.1	-8
COC(=O)C1=C(C)Nc2[nH]c(=S)[nH]c(=O)c2C1c1ccc(OC)cc1 (stereo not given)	-4	-1	-4	2	0.9	-2	10	1	8
COc1cc(OC)cc(-n2nnnc2SCC(=O)NCCc2ccc(OC)c(OC)c2)c1	2	0	2	19	0.96	-1	4	0.98	-8
Cc1ccc(C(=O)c2ccc(C)cc2)cc1	1	-3	8	3	0.89	-1	11	0.92	0
C=C(C)C1CC=C(C)/C(=N/NC(=O)COc2cccc3ccccc23)C1 (stereo not given)	4	3	2	9	1	7	-4	0.98	2
CN(c1ccc(S(=O)(=O)N2CCOCC2)cn1)C1CCCCC1	2	-1	19	10	0.99	-3	1	0.81	-1
CCc1cccc(NC(=O)Nc2ccc3c(c2)OCO3)c1	1	-3	-7	11	1.9	-1	-90	1.1	0
COCCNS(=O)(=O)c1cc(F)ccc1OC	0	-1	-10	11	1	0	-4	1.1	4
COc1ccc(-c2ccnc(SCC(=O)c3ccc(OC)c(OC)c3)n2)cc1	0	0	3	21	0.99	-2	1	0.97	-5
O=C(COc1ncnc2ccccc12)NCCc1ccc(F)cc1	0	-3	10	1	1.1	5	-8	0.9	-9
CN1CCN(C(=O)c2ccc(COc3cc(Cl)ccc3Cl)o2)CC1	1	-1	-4	12	1.1	-1	-8	1	-3
N#CC1=C2SCN(Cc3ccco3)CN2C(=O)CC1c1ccc(Cl)cc1 (stereo not given)	-15	-1	0	16	1	2	-4	1	-3
Cc1ccc(/C=C/C(=O)c2nc3ccccc3[nH]2)cc1	-7	-6	-16	21	0.92	0	8	1.2	-2
Cc1ccc(S(=O)(=O)N2CCN(S(C)(=O)=O)C2)cc1	1	-1	-11	7	0.98	-5	2	1.1	-7
Cc1ccc(OCCCC(=O)Nc2nnc(C3CCCO3)s2)c(C)c1 (stereo not given)	1	-3	4	20	0.87	0	13	0.96	-5
CCn1c(SCC(=O)Nc2nnc(C)s2)nnc1-c1ccncc1	1	0	-11	10	0.97	4	3	1.1	0
Cc1cccc(NC(=O)CC(=O)Nc2cccc(C)c2)c1	-1	-2	-17	18	1.1	-1	-6	1.2	7
S=C1COC(c2ccccc2)N1c1ccccc1 (stereo not given)	-11	-1	7	4	0.91	0	9	0.93	-1
CCN(CC(=O)Nc1cc(S(=O)(=O)N2CCCCC2)ccc1C)Cc1ccccc1	0	-3	3	14	0.98	2	2	0.97	-6
CCOC(=O)c1cc(-c2csc(-c3ccc(C(C)(C)C)cc3)n2)on1	2	-1	5	24	0.98	4	2	0.95	-1
COc1ccc(-c2cn(-c3ccc(C)cc3C)c(=O)[nH]2)cc1OC	-4	-1	2	9	0.85	-5	15	0.98	-9
CCOc1ccccc1C1C(C(N)=O)=C(C)Nc2nc(-c3ccc(OC)cc3)nn21 (stereo not given)	-2	-2	9	1	1	7	-3	0.91	2

From PubChem BioAssay

These rows are one share of the data; the hit share may differ from the screen's.
